TGFb inhibitor = qHTS for Inhibitors of TGF-b; HepG2 CAGA-GFP TGF-b/SMAD3 reporter, GFP fluorescence, 18 h; TGF-beta stimulated, 500 pg/mL final; Potency, µM (top dose mostly 46.1 µM), without a hit: at the highest dose activity, negative = inhibition, actives largely listed as inhibitors; hit rate 1.2% among 410,000; also: potency is read from the fitted curve at half-maximal effect; % is scaled to controls: 0 for no effect and ±100 for the full control effect; nearly all actives have a fitted effect of over 65% in size
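TGF-beta reporter screen: HEPG2 CAGA-GFP, 1% FBS, 500 pg/mL TGF-beta final, 18 h; per-cell GFP summed per well; curves fitted and categorized by class.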
Nrf2 ARE act = qHTS of Nrf2 Activators; AREc32 ARE-luciferase reporter (MCF7-derived line), luminescence, 24 h; Potency, µM (series often up to 46.1 µM), for inactives: at the highest dose activation, actives largely listed as activators; hit rate 0.31% among 410,000; AID 624171, 2012; also: potency is read from the fitted curve at half-maximal effect; % of control where 0% means no effect; nearly all actives have a fitted effect of over 65% in size
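ARE activation measured as luciferase luminescence (Steady-Glo, 30 min RT) in AREc32_Fluc cells after 24 hr compound exposure at 37 deg C, 5% CO2; cells seeded overnight at 1000/well in OPTI-MEM, 5% FBS.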
ATXN2 expr inh = Primary qHTS for Inhibitors of ATXN expression; HEK-293 ATXN2-luciferase reporter, luminescence, 24 h; Potency, µM (top dose mostly 57 µM), without a hit: at the top dose activity change, negative = inhibition, actives largely listed as inhibitors; hit rate 0.72% among 360,000; AID 1745845, 2022; also: potency is read from the fitted curve at half-maximal effect; % is scaled to controls: 0 for no effect and ±100 for the full control effect; nearly all actives have a fitted effect of over 55% in size
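qHTS (up to 57 uM final) was run with 24 h compound exposure of reporter cells at 37 °C. Each well was multiplexed: SteadyGlo luminescence measured ATXN2-luciferase expression after a fluorogenic Gly-Phe-AFC viability readout (25 uM final).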
HepG2 viability = qHTS for Inhibitors of TGF-b: Cytotox Counterscreen. HepG2 CAGA-GFP viability, ATP luminescence, 18 h. Potency, µM (doses to about 46.1 µM), for inactives: at the highest dose activity change, negative = cytotoxicity, actives largely listed as cytotoxic. hit rate 0.76% among 410,000. AID 588856, 2011; also: potency is read from the fitted curve at half-maximal effect; some results filed as inactive show a strong effect at the top dose
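CellTiter-Glo luminescence gave cytotoxicity after 18 hours at 37 degrees C. The cells were HepG2 CAGA-GFP in 1% FBS DMEM, stimulated with 500 pg/mL TGF-beta after compound addition. %Activity was normalised to no-cell wells (complete cell-killing) and DMSO (no toxicity), and curves were fitted and classified.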
IL-1B inflam inh = qHTS for Inhibitors of Inflammasome Signaling: IL-1-beta AlphaLISA Primary Screen; THP-1 LPS/ATP IL-1B secretion, AlphaLISA, 16 h; hits give low values; activity change, % at 57.5 µM; hit rate 4.7% among 360,000; in the data active = activity change below about -50%; inconclusive = mostly about -30% to -49%; also: % is scaled to controls: 0 for no effect and ±100 for the full control effect
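THP-1 cells pretreated 1 hr with compounds (up to 57.5 uM final), then stimulated with LPS (250 ng/mL final) plus ATP (1.25 mM final); secreted IL-1B measured by AlphaLISA after 16 hr, decreased signal indicating inhibition.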
ATXN viability = Viability Counterscreen for Primary qHTS for Inhibitors of ATXN expression. S2 cells (HEK-293 line with an ATXN2-luciferase reporter) viability, CellTiter-Fluor protease fluorescence, 24 h. Potency, µM (series often up to 56.7 µM), hits mostly cytotoxic. hit rate 0.49% among 400,000; also: potency is read from the fitted curve at half-maximal effect; nearly all actives have a fitted effect of over 40% in size
Nrf2 block = Nrf2 qHTS screen for inhibitors | A549 ARE-Fluc reporter, luciferase luminescence, 18-24 h | Potency, µM (series often up to 46 µM), without a hit: at the highest dose activity change, negative = inhibition, actives largely listed as inhibitors | hit rate 2.1% among 360,000 | AID 504444, 2011; also: potency is read from the fitted curve at half-maximal effect; % is scaled to controls: 0 for no effect and ±100 for the full control effect; nearly all actives have a fitted effect of over 60% in size
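Nrf2 activity is the BugLite luminescence, read 15 min after reagent at room temperature, following CellTiter-Fluor cytotoxicity readout (30 min, 37C). Compound titrations were applied for 18-24 h to 5000 A549 ARE_Fluc cells/well in 5% FBS OPTI-MEM.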
MCF10A rerep = A quantitative high throughput screen for small molecules that induce DNA re-replication in MCF 10a normal breast cells; MCF 10A DNA re-replication, Hoechst nuclear intensity, 48 h; hit rate 2.9% among 350,000; Potency, µM (series often up to 46.1 µM), without a hit: top-dose activity, positive = re-replication, most hits filed as activators; AID 624296, 2012; also: potency is read from the fitted curve at half-maximal effect; % of control where 0% means no effect; nearly all actives have a fitted effect of over 50% in size
A549 tox = Nrf2 qHTS screen for inhibitors: counterscreen for cytotoxicity; A549 ARE-Fluc cells, CellTiter-Fluor viability, 18-24 h; Potency, µM (series often up to 46 µM), inactives show at the highest dose activity change, negative = cytotoxicity, usual class: inhibitors; hit rate 0.16% among 390,000; also: potency is read from the fitted curve at half-maximal effect; % is scaled to controls: 0 for no effect and ±100 for the full control effect
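A549 ARE-Fluc cells in 5% FBS OPTI-MEM, 5000 cells/well, rested 2 h then exposed to compounds in concentration-response for 18-24 h at 37 °C. Viability by CellTiter-Fluor fluorescence (Ex 405/Em 525) after 30 min; luciferase luminescence (BugLite, 15 min, RT) read afterwards.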
Numbers without * were called inactive; i = inactive; ? = inconclusive; . = not tested or not shown; [ ] = dose if it differs, or a comment. Unless noted, calls follow the shape of the dose curve; as a rule, active = well fitted curve in the direction sought with a large enough effect; inconclusive = small, poorly fitted or top-dose-only effect, or another doubt; inactive = no such curve, though single readings can be large; an effect the other way counts as inactive or inconclusive. Compounds were not picked by outcome; any-hit rate near 8.8%.

A first look, 3 compounds:
# | Compound | TGFb inhibitor | Nrf2 ARE act | ATXN2 expr inh | HepG2 viability | IL-1B inflam inh
1 | O=C1NCCN/C1=C\C(=O)c1cccc(Br)c1 | 1% | 18% | . | 11% | ?
2 | CSc1ccc(/C=C(/NC(=O)c2ccc(C)cc2)C(=O)Nc2cccc(F)c2)cc1 | 0% | 2.5% | 6% | 8% | 5
3 | CCOc1ccc(CN2C(=O)c3ccccc3Sc3ccc(C(=O)NC)cc32)cc1 | 0% | -0.7% | 4% | -17% | .

# | ATXN viability | Nrf2 block | MCF10A rerep | A549 tox
1 | i | 16% | 0% | 8%
2 | i | -8% | 9% | 7%
3 | i | -32% | . | -9%

The whole of this part, repeating the preview:
# | Compound | TGFb inhibitor | Nrf2 ARE act | ATXN2 expr inh | HepG2 viability | IL-1B inflam inh
1 | O=C1NCCN/C1=C\C(=O)c1cccc(Br)c1 | 1% | 18% | . | 11% | ?
2 | CSc1ccc(/C=C(/NC(=O)c2ccc(C)cc2)C(=O)Nc2cccc(F)c2)cc1 | 0% | 2.5% | 6% | 8% | 5
3 | CCOc1ccc(CN2C(=O)c3ccccc3Sc3ccc(C(=O)NC)cc32)cc1 | 0% | -0.7% | 4% | -17% | .
4 | Cc1cc(=O)n2nc(N3CCCC(C(=O)NCc4ccccc4Cl)C3)sc2n1 (stereo not given) | 13% | -0.8% | 9% | 3% | -4
5 | CC(C)S(=O)(=O)c1nsc2nc(=O)c(/C=C3\C=Nc4ccccc43)c(N)n12 | -4% | -0.5% | . | -20% | -9
6 | O=c1cc(-c2ccccc2)nc(SCc2ccc(Cl)cc2)[nH]1 | 11% | -0.5% | -1% | 4% | 4
7 | O=C(NCCc1ccccc1)c1ccc(S(=O)(=O)N2CCCC2)cc1 | -4% | 3.3% | 7% | 2% | 4
8 | Cc1nn(CC(=O)N2CCN(C(=O)c3ccco3)CC2)c(C)c1[N+](=O)[O-] | 9% | -0.2% | 2% | 3% | 9
9 | Cc1cc(S(=O)(=O)NCc2ccccc2)ccc1OCC(=O)N1CCOCC1 | -9% | -0.3% | -1% | -3% | 28
10 | Cc1ccc2[nH]c3c(c2c1)CN(C(=O)CN1CC(C)OC(C)C1)CC3 (stereo not given) | 67%[activator] | -0.7% | 2% | -3% | -2
11 | COc1cc(Cl)c(C)cc1NC(=O)CSc1sc2c(O)cc(=O)[nH]c2c1C#N | 23% | -0.4% | -3% | -13% | 41
12 | Cc1cccc(Cc2cnc(N3C(=N)SC(C)C3=O)s2)c1 (stereo not given) | ? | ? | -20% | -45% | -84*
13 | CCN1CCN(S(=O)(=O)c2ccc(Cl)c(C(=O)NC(C)(C)C)c2)CC1 | 11% | -0.5% | -5% | -5% | -16
14 | Cc1ccc(S(=O)(=O)N=S(CC2CC2(Cl)Cl)CC2CC2(Cl)Cl)cc1 (stereo not given) | -7% | 0.1% | 0% | -24% | -5
15 | O=C(O)CC1S/C(=N\N=C2CCCCCC2)N(c2ccccc2)C1=O (stereo not given) | 5% | -0.6% | 4% | -2% | -11

# | ATXN viability | Nrf2 block | MCF10A rerep | A549 tox
1 | i | 16% | 0% | 8%
2 | i | -8% | 9% | 7%
3 | i | -32% | . | -9%
4 | i | ? | 3% | 0%
5 | i | ? | ? | -12%
6 | i | -8% | -7% | 1%
7 | i | ? | -4% | 10%
8 | i | 3% | 8% | 1%
9 | ? | -13% | -25% | 1%
10 | ? | -12% | -12% | -4%
11 | i | 1% | -1% | 4%
12 | ? | ? | 16% | -11%
13 | i | -9% | 10% | 6%
14 | i | . | -5% | -12%
15 | i | 4% | ? | 0%

Further records
# | Compound | TGFb inhibitor | Nrf2 ARE act | ATXN2 expr inh | HepG2 viability | IL-1B inflam inh
16 | NS(=O)(=O)c1ccc(NS(=O)(=O)c2cccs2)cc1 | 1% | -0.2% | -1% | 3% | 0
17 | COc1cc2c(cc1OC)C(c1cccs1)N(C(=O)c1cccnc1)CC2 (stereo not given) | 1% | 0.2% | 2% | -2% | 50
18 | O=C(c1ccc(Cn2cc(Br)cn2)cc1)N1CCN(c2ccccc2)CC1 | ? | 1.0% | -18% | 0% | -11
19 | N#CCCCSc1nnc(-c2ccccn2)o1 | 0% | 2.8% | 18% | 4% | -2
20 | COc1ccc(C(=O)OCC(=O)Nc2ncc([N+](=O)[O-])s2)cc1OC | -2% | 0.3% | 9% | 4% | 0
21 | Cc1cccc(NC(=O)c2cc(NC(=O)c3ccccc3)ccc2N2CCCCC2)c1 | -6% | -0.5% | -17% | 9% | -6
22 | COc1ccccc1NC(=O)Nc1nc(C(N)Cc2ccccc2)cs1 (stereo not given) | ? | -0.5%[9.22 µM] | ? | -62% | ?
23 | CSCCC(NC(=O)c1ccccc1Cl)C(=O)NC1CCN(Cc2ccccc2)CC1 (stereo not given) | 6% | 0.0% | 2% | -4% | -4
24 | COc1cccc(-n2c(=O)[nH]cc(C(=O)Nc3ccc4c(c3)OCCO4)c2=O)c1 | -20% | -0.6% | 5% | -37% | 23
25 | CCCCN1C(=O)C(=O)N(c2ccccc2)C1=S | -1% | 1.4% | 72%[activator] | 6% | -5
26 | Brc1ccc(C2CC(c3ccccc3)=Nc3ccccc3N2)cc1 (stereo not given) | 7% | 27% | 24% | -30% | -7
27 | CC(O)CNCc1ccc(-c2ccccc2)cc1 (stereo not given) | 10% | -0.4% | -21% | -11% | -24
28 | CCOc1ccc(NC(=O)Cn2nnc(C(=O)NCCc3ccccc3)c2N)cc1 | 0% | 0.0% | -16% | -22% | .
29 | CCOC(=O)C1CCN(S(=O)(=O)c2cccc(-c3cn4cc(Cl)ccc4n3)c2)CC1 | 10% | 2.4% | 1% | 7% | -1
30 | COc1ccc(CN(C(=O)c2ccc(CN3CCOCC3)o2)C(C(=O)NCC2CCCO2)c2ccc(F)cc2)cc1 (stereo not given) | -4% | -0.6% | -10% | -12% | 5

# | ATXN viability | Nrf2 block | MCF10A rerep | A549 tox
16 | i | 4% | ? | 0%
17 | ? | ? | ? | -5%
18 | i | ? | 21µM* | -5%[1.84 µM]
19 | i | ? | 14% | ?
20 | i | 9% | 0% | -10%
21 | i | -12% | ? | -5%
22 | ? | . | . | .
23 | i | 5% | 4% | -1%
24 | i | 14% | -6% | 4%
25 | i | ? | -6% | -2%
26 | . | ? | ? | 0%
27 | i | 8% | ? | -6%
28 | ? | -18% | . | -4%
29 | i | ? | 5% | -3%
30 | i | 2% | 1% | 0%

(list continues)
# | Compound | TGFb inhibitor | Nrf2 ARE act | ATXN2 expr inh | HepG2 viability | IL-1B inflam inh
31 | CCC(C)Sc1ccc(-c2nc3ccc(C)cn3c2NCc2ccccc2)cc1OC (stereo not given) | ? | -1.9% | ? | -54% | -100*
32 | FC(F)(F)c1cccc(N2CCN(c3ccc4nnc(-c5ccccc5)n4n3)CC2)c1 | -1% | -0.5% | ? | -23% | ?
33 | Cc1cc(C)cc(NC(=O)Nc2ccc(S(=O)(=O)Nc3cc(C)on3)cc2)c1 | 1% | 0.0% | 5% | 7% | 18
34 | CCC(C)NC(=O)C1CCN(S(=O)(=O)c2cccc3cccnc23)CC1 (stereo not given) | 7% | 0.5% | 6% | 1% | 9
35 | Cc1cccc(NC(=O)c2cc(S(=O)(=O)N3CCN(c4ccccc4F)CC3)ccc2F)c1C | -14% | -0.2% | . | 3% | .
36 | CCS(=O)(=O)c1ccccc1C(=O)N(Cc1cccnc1)c1nc2cc(C)c(C)cc2s1 | ? | -0.4% | . | -36% | .
37 | O=C(COC(=O)c1cccnc1)c1ccc(Cl)cc1 | 3% | 0.2% | -2% | -3% | 28
38 | COc1cc2cc(CN(CCCO)S(=O)(=O)c3ccccc3Cl)c(=O)[nH]c2cc1OC | -20% | -0.6% | 2% | -6% | -8
39 | O=C(Cn1nnc2ccccc2c1=O)Nc1cccc(S(=O)(=O)N2CCOCC2)c1 | -1% | 2.6% | . | 14% | 1
40 | COCc1c(C(=O)NCC2COc3ccccc3O2)oc2ccccc12 (stereo not given) | -9% | 9.2% | -6% | -11% | 25
41 | CC(C)c1cc(C(=O)Nc2cccc(C(F)(F)F)c2)no1 | -20% | 3.4% | 13% | -3% | 20

# | ATXN viability | Nrf2 block | MCF10A rerep | A549 tox
31 | ? | ? | 6.5µM* | ?
32 | ? | 16µM* | ? | ?
33 | i | 3% | -3% | 1%
34 | i | 8% | -1% | 0%
35 | . | . | . | -1%
36 | . | . | . | 3%
37 | i | 4% | -3% | 1%
38 | i | -3% | 2% | -12%
39 | ? | 8% | 0% | 1%
40 | i | 3% | 9% | 1%
41 | i | ? | -3% | 9%

Only Nrf2 block (3 entries from above):
no. | smiles | Nrf2 block
32 | FC(F)(F)c1cccc(N2CCN(c3ccc4nnc(-c5ccccc5)n4n3)CC2)c1 | 16µM*
34 | CCC(C)NC(=O)C1CCN(S(=O)(=O)c2cccc3cccnc23)CC1 (stereo not given) | 8%
40 | COCc1c(C(=O)NCC2COc3ccccc3O2)oc2ccccc12 (stereo not given) | 3%
